NR1D1 modulator: modulators of Rev-erb alpha DNA binding, primary screen, biochemical, FITC-DNA, fluorescence polarization, uHTS | Rev-erbα–FITC-DNA binding, 90 min | activity, % at 10 µM | Nuclear receptor subfamily 1 group D member 1 (Homo sapiens), P20393 | 370,000 tested, 0.79% active;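 active = activity above about 14%, limit read from the data; passing the limit was not always enough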;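 note: 0% = DMSO wells with 35 nM protein and 100% = DMSO wells with 750 nM protein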
ssDAF-12 act: S. stercoralis DAF-12 nuclear receptor activators, primary screen, cell-based, luminescence, HEK293, GRIP1 co-expression, lit1-tk-luc; AID 652126, 2013; activation, % at 6.8 µM; HEK293 ssDAF-12/GRIP1 lit1-tk-luc reporter; % of 3 µM dafachronic acid response; Nuclear hormone receptor DAF-12 (Strongyloides stercoralis); 370,000 tested, 1% active;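 active = activation above the mean over all tested compounds plus 3 SD, cut at about 0.9% in these data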;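 note: 0% = DMSO-only wells and 100% = 3 µM delta7-dafachronic acid wells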
hgDAF12 agonist: H. glycines DAF-12 receptor agonists, primary screen, cell-based, luminescence, HEK293, GAL4 fusion, UAS-luciferase. Nuclear hormone receptor DAF-12 (Heterodera glycines), GAL4 fusion. HEK293 GAL4-hgDAF12 UAS-luciferase reporter, agonist luminescence; normalized to butyrate control. activation, % at 6.8 µM. 370,000 tested, 1.8% active. AID 687014, 2013;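 active = activation above a cutoff set at the mean of all screened compounds plus 3 SD, cut at about 10% in these data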;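 note: 0% = DMSO wells and 100% = sodium butyrate wells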
FXN GAA850 act: FXN promoter activators, primary screen, cell-based, luciferase luminescence, HEK293 lucGAA850; 360,000 tested, 0.56% active; HEK293 lucGAA850 FXN promoter luciferase reporter, 24 h; percent of 10 µM SAHA response; activation, % at 6 µM; AID 540364, 2011;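 active = activation above the average of all compounds screened plus 3 SD, cutoff fixed separately per campaign, cut at about 7.5% in these data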;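 note: 0% = DMSO wells and 100% = 10 µM SAHA wells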
hcDAF12 agonist: H. contortus DAF-12 nuclear receptor activators, primary screen, cell-based, luminescence, HEK293, lit1-tk-luc reporter | AID 652067, 2013 | HEK293 hcDAF-12 lit1-tk-luc reporter; 0% DMSO, 100% Δ7-dafachronic acid | activation, % at 6.8 µM | 370,000 tested, 1.4% active;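 active = activation above the mean of all tested compounds plus 3 SD, cut at about 5.5% in these data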;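 note: 100% = response to 3 µM Δ7-dafachronic acid high control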
PLC-beta3 inh: human PLC-beta3 inhibitors, primary screen, biochemical, fluorescence. 370,000 tested, 0.18% active. inhibition, % at 12.2 µM. AID 720704, 2013. Purified PLC-beta3, fluorogenic substrate. 1-phosphatidylinositol 4,5-bisphosphate phosphodiesterase beta-3 (Homo sapiens), Q01970; in the data active = inhibition above about 11%;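 note: 0% = median of compound wells on plate and 100% = full blocker control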
DAX1 inh-1: DAX1 (NR0B1) inhibitors on StAR promoter, primary screen, cell-based, luminescence, SF-1 (NR5A1), full-length DAX-1 | inhibition, % at 6.8 µM | 370,000 tested, 1.1% active | AID 652010, 2013 | HEK293T StAR-luciferase reporter, SF-1/DAX-1 repression relief;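 active = inhibition above the mean over all tested compounds plus 3 SD, cut at about 3.6% in these data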;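 note: 0% = DAX-1 cells with DMSO and 100% = cells lacking DAX-1 with DMSO; higher inhibition means more luminescence from relief of DAX-1 repression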
DAX1 inh-2: DAX1 (NR0B1) inhibitors, primary screen, cell-based, HEK293, Gal4-DAX1, luciferase luminescence | inhibition, % at 6.75 µM | AID 504766, 2011 | Nuclear receptor subfamily 0 group B member 1 (Homo sapiens), P51843 | HEK293 Gal4-DAX1 luciferase reporter | 340,000 tested, 0.99% active;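 active = inhibition above the mean over all tested compounds plus 3 SD, cut at about 4.2% in these data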;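 note: 0% = DAX1-transfected cells with DMSO and 100% = empty-vector control cells with DMSO; inhibition shows as a rise in luminescence from relieved DAX1 repression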
Target sequence (P51843 207-470 limits assumed): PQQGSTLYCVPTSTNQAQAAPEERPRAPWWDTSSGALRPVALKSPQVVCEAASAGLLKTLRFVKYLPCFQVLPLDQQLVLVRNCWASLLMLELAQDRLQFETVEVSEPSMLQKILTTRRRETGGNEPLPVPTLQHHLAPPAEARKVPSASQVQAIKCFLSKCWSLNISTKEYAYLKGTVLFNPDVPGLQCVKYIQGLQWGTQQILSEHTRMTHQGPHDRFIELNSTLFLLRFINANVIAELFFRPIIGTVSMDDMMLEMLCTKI
PG9 binder: binders of HIV-1 gp120 antibody PG9, primary screen, biochemical, TR-FRET | HIV-1 gp120 / PG9 antibody interaction | TR-FRET gp120-PG9 antibody binding | inhibition, % at 6.7 µM | 360,000 tested, 0.43% active | AID 624416, 2012; in the data active = inhibition above about 8.5%
SMARCA2 activ: SMARCA2 (BRM) function activators, primary screen, cell-based, luminescence, high throughput. MG213 cells, MMTV-luciferase reporter, dexamethasone, overnight. activation, % at 9.1 µM. 370,000 tested, 1% active. AID 652017, 2013; in the data active = activation above about 7.8%;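 note: 0% = vehicle wells and 100% = reference activator wells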
sPLA2-III inh: human group III sPLA2 inhibitors, primary screen, biochemical, QFRET, BODIPY PC-A2 liposome substrate | Group 3 secretory phospholipase A2 (Homo sapiens), Q9NZ20 | QFRET BODIPY PC-A2 liposome hydrolysis, fluorescence | inhibition, % at 12.2 µM | 370,000 tested, 0.56% active | AID 743126, 2013;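 active = inhibition above mean plus 3 SD of compounds lying within the high and low control bounds, cut at about 19% in these data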;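 note: 0% = median of test compound wells and 100% = no enzyme DMSO wells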
Target sequence (Q9NZ20 whole entry, looked up): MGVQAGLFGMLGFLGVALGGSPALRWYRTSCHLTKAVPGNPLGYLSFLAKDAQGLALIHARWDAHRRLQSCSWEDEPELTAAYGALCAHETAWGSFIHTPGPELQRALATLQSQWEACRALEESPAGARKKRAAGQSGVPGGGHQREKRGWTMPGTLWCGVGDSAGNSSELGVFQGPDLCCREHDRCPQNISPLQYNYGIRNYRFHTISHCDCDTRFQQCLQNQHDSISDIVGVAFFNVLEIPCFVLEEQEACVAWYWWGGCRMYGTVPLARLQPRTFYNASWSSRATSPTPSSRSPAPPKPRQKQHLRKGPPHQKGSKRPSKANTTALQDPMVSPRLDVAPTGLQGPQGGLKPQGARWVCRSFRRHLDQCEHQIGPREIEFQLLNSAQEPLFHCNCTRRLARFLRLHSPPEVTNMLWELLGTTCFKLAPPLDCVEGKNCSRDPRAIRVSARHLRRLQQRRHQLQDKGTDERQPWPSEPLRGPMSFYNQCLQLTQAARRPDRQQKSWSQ
* = called active by the depositor; x = no result given. Outcome played no part in choosing rows; any-hit rate near 7%.

SMILES	NR1D1 modulator	ssDAF-12 act	hgDAF12 agonist	FXN GAA850 act	hcDAF12 agonist	PLC-beta3 inh	DAX1 inh-1	DAX1 inh-2	PG9 binder	SMARCA2 activ	sPLA2-III inh
CN1CCC(=O)N([C@H](CO)c2ccccc2)CC1	-3	-1.3	0.7	4.1	0.2	6	1.3	-0.1	0.3	1	13
Cc1cc(C)cc(Oc2nc(-c3ccccc3)cc(C)c2S(C)(=O)=O)c1	3	-1.4	-0.2	1.2	-0.5	-2	-0.3	2.5	-0.4	1	0
O=C(c1cc(-c2ccncc2)nc2ccccc12)N1CCN(Cc2ccccc2)CC1	-8	-1.1	-2.0	0.2	-1.3	0	-1.8	-3.0	-1.2	3	-11
COc1ccc(/C=N/n2cnc3c([nH]c4ccccc43)c2=O)cc1CO	-8	-1.6	-0.2	3.1	-0.7	-3	0.9	-1.5	-0.6	2	-1
Cc1ccc(C(=O)CSc2ccc(-c3ccccc3)nn2)cc1	1	-0.7	0.6	-0.8	0.3	4	0.2	0.8	-1.6	2	-52
Oc1ccc(/C=N/N2CCCCC2)cc1O	2	0.1	3.9	12*	4.4	-8	0.9	-0.7	-3.5	0	-2
CCN(CC)C(=O)COc1ccc(-c2nnc(Nc3ccc(OC)c(C(=O)NC)c3)c3ccccc23)cc1	-2	-1.2	-2.8	-1.2	-2.4	-62	-1.2	4.0	-2.2	-3	11
COc1cc2nc(C3CCC3)n(NC(=O)C(OC(C)=O)c3ccccc3)c(=O)c2cc1OC (stereo not given)	-2	-0.8	-0.7	-1.5	-1.3	0	-0.6	0.1	-1.5	-2	-1
COc1ccc(C2CCCCCN2C(=O)C2CCN(S(=O)(=O)c3cccc(C(C)=O)c3)CC2)cc1 (stereo not given)	2	-0.7	0.9	-0.8	0.0	2	-3.0	1.9	-1.2	2	-17
COc1ccc(Cn2c(C(F)(F)F)ccc(C(N)=O)c2=O)cc1	6	-1.1	0.1	2.8	-1.2	-9	1.2	-1.4	1.0	-4	-3
CC1(C)Cc2c(cnn2-c2cccc(F)c2)C(NC(=O)c2cc[n+]([O-])cc2)C1 (stereo not given)	0	-0.8	-0.1	-0.7	-0.3	-7	1.4	1.6	-1.8	0	7
COc1ccc(NC(=O)C2CCN(c3ncnc4c3nc3n4CCCCC3)CC2)cc1Cl	-1	-1.2	-1.7	0.0	0.3	-1	0.6	-0.8	-1.4	-1	0
O=C(CSc1ncn[nH]1)NCCc1ccccc1	-4	-0.9	0.2	-1.8	-1.0	3	-0.1	1.0	-0.2	-2	2
O=C(CNS(=O)(=O)c1ccccc1)OCC(=O)c1ccc([N+](=O)[O-])cc1	5	-1.1	-1.1	0.3	-1.1	-1	-0.9	-1.4	0.7	-2	25*
Cc1c(Cl)cccc1-n1cnc(=O)c2ccccc21	2	-1.7	-3.8	-2.3	-2.2	-5	0.7	0.5	-0.6	-3	8
CCn1nc(C(=O)Nc2cccc3ccccc23)c(Cl)c1Cl	-6	-0.4	2.8	0.5	1.1	-6	-0.2	0.6	-0.5	1	-6
O=C1C(c2ccccc2)C2C=CC(C2)N1O (stereo not given)	-2	-0.2	0.6	-1.1	-1.1	4	-0.9	0.0	1.9	-6	8
COCCCN(C(=O)CSCC(=O)Nc1ccc(C)cc1)c1c(N)n(Cc2ccccc2)c(=O)[nH]c1=O	8	-0.3	-0.9	1.3	0.4	-11	1.2	-0.4	0.2	-5	6
COc1ccc(NC(=O)[C@H](Cc2c[nH]c3ccccc23)NC(=O)[C@@H]2Cc3ccccc3CN2)cc1	-2	-1.1	-9.5	-6.8	-0.2	2	-1.1	-1.6	-1.1	1	-10
Cc1ccc(-c2nnc(OCc3cccnc3)c3ccccc23)cc1	1	-1.8	-0.5	0.2	-1.3	-6	-0.4	1.7	0.7	-1	-6
CCOc1ccc2nc(S(=O)(=O)NC(=O)C3(C)CCN3C(=O)c3cc(C)n(C)n3)sc2c1 (stereo not given)	3	-1.2	-2.8	2.9	-0.9	-1	-0.2	x	2.0	1	3
CC(C)(C)NC(=O)CSc1nnc(SCC(=O)NC(C)(C)C)s1	-2	-1.8	-0.9	-0.2	0.7	-5	-0.1	-1.1	-0.5	-1	-5
COc1ccc(Cl)cc1N1C(=N)SCC1=O	-2	-0.2	-3.1	1.9	3.4	4	-0.2	-0.1	0.7	-3	2
COc1ccc(N2CCN(C(=O)COC(=O)c3ccccc3OCc3ccc(F)cc3)CC2)cc1	-2	-1.9	-1.0	-2.6	-0.8	-9	0.0	0.1	-2.6	-2	10
Cc1ccc(N2CC(NC(=O)C(=O)c3c[nH]c4ccccc34)CC2=O)cc1C (stereo not given)	10	0.5	2.1	-1.3	2.5	-7	0.9	-0.7	3.4	-3	13
CCC(C)c1ccc(NC(=O)COC(=O)C2=COCCO2)cc1 (stereo not given)	3	0.1	4.1	2.1	1.3	-2	0.1	-0.7	0.2	-3	-12
O=C(CN1C(=O)NC2(CCCC2)C1=O)Nc1cc(S(=O)(=O)N2CCOCC2)ccc1OCC(F)(F)F	-1	-0.9	-0.5	1.1	-0.4	-6	0.9	0.3	2.0	1	-4
O=C(CSc1nc2nc(-c3cccs3)cc(C(F)(F)F)c2c(=O)[nH]1)Nc1ccc(F)c(F)c1	-7	-1.5	0.0	1.9	-0.7	-54	-0.5	0.1	17*	0	-13
CCc1nc(N2CCN(C(=O)c3ccco3)CC2)c(C#N)c2c1COC(C)(C)C2	2	-1.2	0.7	1.0	-2.3	-16	-1.8	-1.0	1.1	-3	0
Oc1cccc(Nc2nc(N3CCOCC3)nc(N3CCOCC3)n2)c1	2	-1.1	-2.7	-2.5	-2.5	-7	-0.4	-0.8	-2.2	-2	-15

Gathered by group, the entries above containing a CF3 group
SMILES	NR1D1 modulator	ssDAF-12 act	hgDAF12 agonist	FXN GAA850 act	hcDAF12 agonist	PLC-beta3 inh	DAX1 inh-1	DAX1 inh-2	PG9 binder	SMARCA2 activ	sPLA2-III inh
COc1ccc(Cn2c(C(F)(F)F)ccc(C(N)=O)c2=O)cc1	6	-1.1	0.1	2.8	-1.2	-9	1.2	-1.4	1.0	-4	-3
O=C(CN1C(=O)NC2(CCCC2)C1=O)Nc1cc(S(=O)(=O)N2CCOCC2)ccc1OCC(F)(F)F	-1	-0.9	-0.5	1.1	-0.4	-6	0.9	0.3	2.0	1	-4
O=C(CSc1nc2nc(-c3cccs3)cc(C(F)(F)F)c2c(=O)[nH]1)Nc1ccc(F)c(F)c1	-7	-1.5	0.0	1.9	-0.7	-54	-0.5	0.1	17*	0	-13

Continued.
SMILES	NR1D1 modulator	ssDAF-12 act	hgDAF12 agonist	FXN GAA850 act	hcDAF12 agonist	PLC-beta3 inh	DAX1 inh-1	DAX1 inh-2	PG9 binder	SMARCA2 activ	sPLA2-III inh
NC(=O)c1cc(Sc2ccccc2)nc2ccccc12	-1	-1.1	5.8	0.0	-1.8	-11	-0.3	-0.2	0.4	-4	5
Nc1nc2n(n1)C(c1cccs1)CC(c1ccc(Br)cc1)N2 (stereo not given)	-4	-1.6	-1.4	-0.6	-2.1	-106	0.1	-0.3	-1.9	1	3
COc1ccc(CN(C)CCCn2cnc3c(OCc4ccccc4)ncnc32)cc1	-1	-1.1	1.3	-1.6	1.3	0	-0.6	-0.6	-1.8	-3	-9
O=C(CCS(=O)(=O)c1ccc(Br)s1)Nc1ccccc1Br	-2	-1.2	-1.1	1.5	0.3	-9	1.0	1.5	2.3	-1	1
COc1ccc(CNC(=O)Nc2ccc(C)c(C)c2)cc1	-1	-1.9	-0.7	2.0	-0.9	-2	-0.1	0.9	-0.9	1	-2
COc1cccc(-c2nn(C)c3sc(C(=O)N4CCOCC4)cc23)c1	-2	-1.6	-1.6	-0.8	-3.1	-22	-0.6	1.1	-2.3	-2	4
CCC(C)[C@H](NC(=O)C1COC(O)([C@H](Cc2ccccc2)NC(=O)[C@@H](NC(=O)OCc2ccccc2)C(C)C)CN1C)C(=O)N[C@H](C(=O)OC)C(C)C (stereo not given in full)	7	-0.4	-3.7	x	-0.8	-1	x	x	x	x	-2
Cc1ccc(NC(=O)CSc2nc3ccccc3c(=O)n2CCCC(=O)NCC2CCCO2)cc1 (stereo not given)	-1	-1.1	4.8	-0.6	1.1	-5	-0.1	0.1	-0.2	-1	-2
Cc1ccc(S(=O)(=O)N(CCCO)Cc2cc3c(C)ccc(C)c3[nH]c2=O)cc1	-5	-1.2	2.0	1.4	-0.6	-5	-0.4	-0.6	-0.3	1	-4
COc1cc(/C=N/NC(=O)c2ccc(CN(C)S(=O)(=O)c3ccc(C)cc3)cc2)ccc1O	-1	-1.4	-0.1	2.8	-1.6	-34	-0.2	-1.3	-0.3	4	-23
c1ccc(-c2cc(CSc3nc4ccccc4[nH]3)on2)cc1	-3	-1.6	-5.4	-2.0	-3.5	1	-2.1	-2.0	-0.2	-2	-26
O=C(Nc1ccccc1-c1ccccc1)C(c1ccccc1)c1ccccc1	4	-1.5	-1.1	-4.4	0.3	0	-0.2	-0.4	-0.6	-1	2
COc1ccc(SSc2ccc(OC)cc2C(=O)O)c(C(=O)O)c1	-5	-0.4	-1.3	x	0.6	-6	-0.4	x	-0.6	-3	3
Cc1ccc(CN2CCCCC(NC(=O)Cc3cccs3)C2=O)cc1 (stereo not given)	-3	-1.2	-4.0	x	-1.1	2	0.3	x	x	-3	6
Cc1ccc(C(=O)N/C(=C\c2ccco2)C(=O)NCCCn2ccnc2)cc1	1	-1.4	-0.6	1.2	1.2	-2	0.6	-0.1	-2.0	1	2
O=C(COc1nncc2ccccc12)Nc1c(F)c(F)c(F)c(F)c1F	-6	-1.9	-0.6	2.4	-1.8	-4	-0.7	0.5	1.3	0	7
CN(CC(=O)Nc1ccc(Cl)c(C(F)(F)F)c1)C(=O)c1ccc2c(c1)OCCO2	2	0.9	1.4	1.8	2.0	-2	1.9	1.6	-1.9	-1	1
O=[N+]([O-])c1ccccc1CSc1nc2ccccc2o1	-4	0.4	5.9	3.5	6.7*	5	1.4	-0.6	1.9	1	11
COc1ccccc1/C(C)=N/NC(=O)c1nnn(-c2nonc2N)c1C(C)C	3	-1.2	0.4	0.0	-1.7	-6	-0.2	0.6	1.1	-1	6
CN1CCCN(C(=O)c2c(F)cccc2Cl)CC1	0	-0.8	0.5	1.3	2.1	-1	-0.2	1.5	-2.2	1	-4
